# High-throughput results from PubChem BioAssay.
# POLK inh: inhibitors of human DNA polymerase kappa. 400,000 tested, 0.53% active. purified Pol kappa, fluorescent DNA synthesis assay, 10 min. Potency, µM (highest dose often 107 µM), inactives show at the highest dose activity, negative = inhibition, most hits filed as inhibitors. Q9UBT6. AID 588579; note: % is set by controls: 0 for no effect and ±100 for the full control effect
#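 Fluorescent qHTS in 1536-well format: enzyme (10 nM) and compound sat 15 min at room temperature before 50 nM substrate (final) was added. Signal taken at 0 and 10 min; no-enzyme buffer wells were negative controls.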
# Anesthetic bind: binds horse apoferritin like a general anesthetic; Potency, µM (top dose mostly 77.5 µM), for the others: top-dose activity change, negative = displacement, most hits filed as inhibitors; 350,000 tested, 0.074% active; P02791; apoferritin/1-aminoanthracene competitive binding, fluorescence; note: % is set by controls: 0 for no effect and ±100 for the full control effect; nearly all actives have a fitted effect of over 20% in size
#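 Horse-spleen apoferritin (10 uM) in 50% saturated 1-aminoanthracene in PBS was incubated 10 min at room temperature with compound. Fluorescence (ex 380, em 535 nm) was normalized to free and bound 1-AMA, with concentration-response fitted by a four-parameter Hill equation.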
# BLM helicase inh: Bloom syndrome helicase (human) inhibition; P54132; recombinant BLM DNA unwinding, fluorescence dequenching; Potency, µM (series often up to 56.1 µM), without a hit: top-dose activity change, negative = inhibition, most hits filed as inhibitors; 350,000 tested, 0.2% active;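 note: plate controls were vehicle for no effect and no enzyme for full effect; nearly all actives have a fitted effect of over 35% in size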
# BAZ2B block: inhibitors of human BAZ2B bromodomain. Potency, µM (top dose mostly 114 µM), for inactives: at the top dose activity change, negative = inhibition, usual class: inhibitors. 360,000 tested, 4.4% active. Q9UIF8. AlphaScreen BAZ2B-H3K14Ac peptide displacement; note: % is set by controls: 0 for no effect and ±100 for the full control effect; nearly all actives have a fitted effect of over 60% in size
#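 AlphaScreen displacement: compounds (up to 110uM) incubated 30 min at room temperature with a preformed 50 nM BAZ2B/50 nM biotinylated H3K14Ac peptide complex in PBS pH 7.4 with Tween-20. Donor and acceptor beads at 10 ug/mL final added, 20 min light-protected before reading.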
# Pol iota inh: inhibitors of human DNA polymerase iota; Q9UNA4; Pol iota fluorescent replication assay, 10 min; Potency, µM (doses to about 115 µM), inactives show top-dose activity, negative = inhibition, most hits filed as inhibitors; 390,000 tested, 1% active; AID 588590
#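 Pol iota at 10 nM preincubated 15 min with compounds at room temperature; reaction started with fluorescent substrate, 50 nM final. Fluorescence read kinetically at 0 and 10 min; buffer-only wells as negative control.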
# POLH inh: DNA polymerase eta (human) inhibition | 390,000 tested, 1.2% active | recombinant Pol eta, fluorescent DNA replication assay | Q9Y253 | Potency, µM (highest dose often 114 µM), for the others: at the top dose activity change, negative = inhibition, actives largely listed as inhibitors; note: % is set by controls: 0 for no effect and ±100 for the full control effect
# Target sequence (Q9Y253 whole entry, looked up): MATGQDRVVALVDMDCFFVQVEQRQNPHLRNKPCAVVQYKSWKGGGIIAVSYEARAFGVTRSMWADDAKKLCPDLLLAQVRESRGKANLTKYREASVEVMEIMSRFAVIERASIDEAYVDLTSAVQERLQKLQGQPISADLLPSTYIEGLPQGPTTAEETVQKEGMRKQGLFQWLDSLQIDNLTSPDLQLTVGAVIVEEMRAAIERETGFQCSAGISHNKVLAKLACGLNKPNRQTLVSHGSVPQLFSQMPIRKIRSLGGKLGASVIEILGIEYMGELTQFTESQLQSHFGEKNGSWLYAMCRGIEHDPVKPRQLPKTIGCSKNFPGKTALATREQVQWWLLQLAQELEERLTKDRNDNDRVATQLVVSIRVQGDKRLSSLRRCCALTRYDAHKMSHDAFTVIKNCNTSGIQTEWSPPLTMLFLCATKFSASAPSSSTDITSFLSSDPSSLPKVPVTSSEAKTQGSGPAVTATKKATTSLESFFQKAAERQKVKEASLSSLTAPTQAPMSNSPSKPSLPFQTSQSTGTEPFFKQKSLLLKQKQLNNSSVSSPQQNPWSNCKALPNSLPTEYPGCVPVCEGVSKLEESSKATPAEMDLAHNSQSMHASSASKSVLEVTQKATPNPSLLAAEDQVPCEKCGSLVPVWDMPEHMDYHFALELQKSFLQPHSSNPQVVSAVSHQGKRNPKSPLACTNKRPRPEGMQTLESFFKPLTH
#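 Pol eta (10 nM) was preincubated with compounds for 15 min at room temperature, after which fluorescent replication substrate (50 nM final) was added to start the reaction. Fluorescence was read kinetically at 0 and 10 min.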
# Pol beta inh: inhibitors of human DNA polymerase beta; P06746; Pol beta primer extension/strand displacement, fluorescence kinetic; Potency, µM (highest dose often 114 µM), for the others: at the top dose activity change, negative = inhibition, most hits filed as inhibitors; 340,000 tested, 1.3% active; note: % is set by controls: 0 for no effect and ±100 for the full control effect
#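 Pol beta (10 nM) and compounds were preincubated 15 min at room temperature, then 50 nM substrate (final) started primer extension/strand displacement. Reads were taken at 0 and 10 min; concentration-response data were fitted to a four-parameter Hill equation.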
# G9a inh: inhibitors of human histone lysine methyltransferase G9a; Q96KQ7; G9a H3K9 monomethylation, AlphaScreen, 2 h; Potency, µM (series often up to 102 µM), for the others: top-dose activity, negative = inhibition, usual class: inhibitors; 350,000 tested, 8.8% active; note: % is set by controls: 0 for no effect and ±100 for the full control effect; nearly all actives have a fitted effect of over 75% in size
#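 G9a (20 nM) preincubated 15 min RT with compounds, then 500 nM biotinylated H3K9 peptide and 20 uM SAM added; 2 h RT reaction. Monomethyl-H3K9 product detected by AlphaScreen with anti-H3K9me1 antibody, streptavidin donor and anti-rabbit IgG acceptor beads.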
# APE1 inh: blocks human APE1 abasic DNA cleavage | Potency, µM (series often up to 65.8 µM), for the others: top-dose activity change, negative = inhibition, hits mostly inhibitors | AID 2517 | recombinant APE1, TAMRA/BHQ-2 abasic DNA cleavage fluorescence | 350,000 tested, 0.35% active | P27695;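 note: plate controls were vehicle for no effect and reference inhibitor for full effect; nearly all actives have a fitted effect of over 55% in size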
# Target sequence (P27695 whole entry, looked up): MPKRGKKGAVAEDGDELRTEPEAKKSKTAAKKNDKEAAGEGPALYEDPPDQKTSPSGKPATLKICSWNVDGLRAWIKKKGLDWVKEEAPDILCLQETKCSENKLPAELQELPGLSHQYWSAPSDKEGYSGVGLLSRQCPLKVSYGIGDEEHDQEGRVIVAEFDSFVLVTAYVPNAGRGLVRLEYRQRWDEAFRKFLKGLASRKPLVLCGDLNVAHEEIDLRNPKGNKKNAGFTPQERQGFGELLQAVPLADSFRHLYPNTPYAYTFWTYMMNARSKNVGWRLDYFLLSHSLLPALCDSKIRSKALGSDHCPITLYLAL
#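 APE1 at 0.75 nM final was preincubated with compound 15 min at room temperature, then 50 nM double-stranded THF abasic-site substrate (5'-TAMRA/3'-BHQ-2) was added. Fluorescence (ex 525/em 598 nm) was read kinetically; third-minus-first read gave activity.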
# Active calls of the source: *; ? = inconclusive; . = no result given; [ ] = remark or other dose. Calls come from the whole dose curve; as a rule, active = well fitted curve in the direction sought with a large enough effect; inconclusive = small, poorly fitted or top-dose-only effect, or another doubt; inactive = no such curve, though single readings can be large; an effect the other way counts as inactive or inconclusive. Potency is the fitted concentration of half-maximal effect.
# Letter code – A = POLK inh; B = Anesthetic bind; C = BLM helicase inh; D = BAZ2B block; E = Pol iota inh; F = POLH inh; G = Pol beta inh; H = G9a inh; I = APE1 inh
1) NS(=O)(=O)c1ccc(NC(=S)N2CCC(Cc3ccccc3)CC2)cc1
  A: -5%; B: -5%; C: -10%; D: ?; E: 100%[activator]; F: -8%; G: 3%; H: 14µM*; I: 1%
2) O=C(Nc1ccccc1C(=O)NCC1CCCO1)c1ccc(Cl)cc1 (stereo unspecified)
  A: 0%; B: -13%; C: -3%; D: -1%; E: 23%; F: -15%; G: 16%; H: 64%[activator]; I: 22%
3) Cc1nnc(N2C(=O)C(O)=C(C(=O)c3ccco3)C2c2ccc(C(C)C)cc2)s1 (stereo unspecified)
  A: -10%; B: -10%; C: 1%; D: -12%; E: 17%; F: ?; G: 43%; H: 45µM*; I: 1%
4) Cc1nn(C)cc1C(C(=O)NC1CCCCC1)N(CCc1ccccc1)C(=O)c1cnccn1 (stereo unspecified)
  A: 8%; B: -6%; C: -2%; D: -14%; E: 15%; F: 0%; G: 1%; H: 0%; I: 5%
5) CCCn1c(SCC(=O)NC(C)C23CC4CC(CC(C4)C2)C3)n[nH]c1=O (stereo unspecified)
  A: 1%; B: -17%; C: -1%; D: 6%; E: -6%; F: -13%; G: 0%; H: 7%[59 µM]; I: -2%
6) Cc1oc2c(c1C(=O)Nc1cccc3ccccc13)CCCC2
  A: -9%; B: -23%; C: -6%; D: -2%; E: 4%; F: -23%; G: -8%; H: 2%[59 µM]; I: 4%
7) CC(C)CNC(=O)CSc1ccc(S(=O)(=O)N2CCN(C)CC2)cn1
  A: 4%; B: .; C: .; D: -2%; E: 2%; F: -8%; G: .; H: -1%[59 µM]; I: -3%
8) Cc1ccc(N2C(=O)CC(N3CCN(c4ccc(F)cc4)CC3)C2=O)c(C)c1 (stereo unspecified)
  A: 8%; B: -5%; C: 0%; D: -23%; E: 14%; F: -12%; G: 17%; H: ?; I: 31%
9) O=C(COc1cccc(Br)c1)N/N=C1\CCSC1
  A: -9%; B: ?; C: -6%; D: -17%; E: 78%[activator]; F: -15%; G: -14%; H: -21%; I: -2%
10) COC(=O)C1CCN(C(=O)COC(=O)CSc2ccc(C(N)=O)cc2[N+](=O)[O-])CC1
  A: -12%; B: .; C: .; D: -2%; E: 16%; F: -15%; G: .; H: -8%; I: -9%
11) COc1cc2[nH]c3c(N4CCC(C(N)=O)CC4)ncnc3c2cc1OC
  A: .; B: -6%; C: -3%; D: -2%; E: .; F: .; G: -17%; H: 0%[59 µM]; I: -7%
12) O=C(CCC1CCCCC1)Nc1ccccc1C(=O)N1CCOCC1
  A: -7%; B: -8%; C: -3%; D: 3%; E: 100%[activator]; F: ?; G: 6%; H: 11%; I: 0%
13) CCOC(=O)N1CCC(NC(=O)c2ccc(Cl)cc2)CC1
  A: -8%; B: -5%; C: -1%; D: 0%; E: 27%; F: -20%; G: 16%; H: 12%[59 µM]; I: -3%
14) COc1cccc(-c2nc(NCc3ccccc3)c3ccccc3n2)c1
  A: -8%[60.1 µM]; B: .; C: -2%; D: .; E: .; F: .; G: .; H: 9%[0.501 µM]; I: -1%
15) CCOC(=O)C(C)Oc1ccc2c(CC)cc(=O)oc2c1C (stereo unspecified)
  A: -13%; B: -15%; C: 0%; D: 1%; E: 0%; F: -9%; G: 3%; H: 4%; I: -6%
16) O=C(O)Cn1nc(N2CCN(c3ccccc3)CC2)ccc1=O
  A: -3%; B: 1%; C: 0%; D: .; E: 7%; F: -19%; G: 1%; H: -2%[59 µM]; I: .
17) Cc1nn(C2CCCO2)c(=O)nc1N (stereo unspecified)
  A: .; B: 6%; C: 3%; D: -12%; E: .; F: .; G: 16%; H: -20%; I: 16%
18) Cc1ccc(C)c(OCc2nnc(NC(=O)c3ccco3)s2)c1
  A: -12%; B: -8%; C: -16%; D: -11%; E: 7%; F: ?; G: ?; H: -2%[12.7 µM]; I: 0%
19) Cc1ccc(C(=O)COC(=O)CNC(=O)c2ccccc2)s1
  A: -6%; B: .; C: .; D: 6%; E: 2%; F: -5%; G: .; H: -6%[12.7 µM]; I: 47%[activator]
20) COc1cccc2c1Oc1ncccc1N(C(=O)CCC(=O)NCc1ccccc1F)C2
  A: 1%; B: -7%; C: 2%; D: -13%; E: -3%; F: 0%; G: 1%; H: 43%[activator]; I: 46%[activator]
21) CCOc1ccccc1Nc1nc(-c2cccc(Cl)c2)c2c(n1)-c1ccccc1OC2
  A: 89µM*; B: -13%; C: -5%; D: ?; E: -18%; F: -13%; G: 40µM*; H: 25µM*; I: .
22) N#C/C(=C\c1c(N2CCC(C(N)=O)CC2)nc2ccccn2c1=O)C(=O)NCc1ccco1
  A: -20%; B: -1%; C: -7%; D: -24%; E: 22%; F: -1%; G: -8%; H: 5%[59 µM]; I: -1%
23) COc1cccc(-c2nn(-c3ccccc3)cc2CN(C)Cc2ccno2)c1
  A: -8%; B: -3%; C: -13%; D: 6%; E: 32%[activator]; F: -27%; G: 35%; H: .; I: 9%
24) CCCCCCOC(=O)Cc1c(C)nc(-c2ccccc2)[nH]c1=O
  A: 1%; B: -7%; C: -1%; D: -26%; E: 12%; F: -13%; G: 7%; H: 7%[0.501 µM]; I: 1%
25) Cc1ccc(NC(=O)Cn2c(-c3ccc4c(c3)OCO4)cn(-c3ccccc3)c2=O)cc1C
  A: -2%; B: -6%; C: -5%; D: -28%; E: -1%; F: -3%; G: 5%; H: ?; I: .
26) Cn1c(CCNC(=O)c2ccccc2F)nnc1SCC(=O)Nc1ccccc1F
  A: -23%; B: -4%; C: -2%; D: -13%; E: 12%; F: -4%; G: -18%; H: 22%[59 µM]; I: 18%
27) CC(C)c1nn2c(=O)cc(COC(=O)c3cccc(NC(=O)c4cccs4)c3)nc2s1
  A: 0%[60.1 µM]; B: -5%; C: -7%; D: -28%; E: -6%; F: -21%; G: 0%; H: 23%[59 µM]; I: .
28) CC(C)(C)c1cc(NCc2ccccn2)n2ncc(-c3ccccc3)c2n1
  A: -6%; B: 119%[activator]; C: -15%; D: 30%; E: -2%; F: -13%; G: -16%; H: 81%[activator]; I: -7%
29) COCCCNCCOCCOc1ccc(Cl)cc1Br
  A: -3%; B: -5%; C: -5%; D: ?; E: 19%; F: -18%; G: 21%; H: 10µM*; I: 2%
30) COc1ccc(C2c3c(oc4ccccc4c3=O)C(=O)N2Cc2ccc3c(c2)OCO3)cc1 (stereo unspecified)
  A: -6%; B: -8%; C: -5%; D: -1%; E: -2%; F: -2%; G: 34%; H: -28%[59 µM]; I: .
31) N#CC1=C(N)Oc2n[nH]c(-c3ccccc3)c2C1c1cccnc1 (stereo unspecified)
  A: -2%; B: -13%; C: 0%; D: -28%; E: ?; F: 8%; G: -17%; H: -41%[12.7 µM]; I: -6%
32) Cc1ccc(NC(=O)O/N=C/c2ccc(F)cc2)cc1
  A: 1%; B: -17%; C: -1%; D: -7%; E: 3%; F: 2%; G: 41%; H: 35%; I: 24%
33) CC1(C)C(CC2OCC(CN3CCCCC3)O2)[C@H]2CC[C@@H]1C2 (stereo partly specified)
  A: 5%; B: -8%; C: -1%; D: -4%; E: 41%[activator]; F: -13%; G: 36%; H: .; I: 14%
34) COC(=O)NCC(c1cccnc1)N1CCN(c2ccc(F)cc2)CC1 (stereo unspecified)
  A: -9%; B: 92%[activator]; C: -9%; D: -12%; E: 19%; F: -11%; G: -13%; H: ?; I: .
35) CC(C)CC(COCc1ccc([N+](=O)[O-])cc1)N1CCN(C(=O)c2ccc(C(F)(F)F)cc2)CCC1=O (stereo unspecified)
  A: 4%; B: ?; C: -12%; D: ?; E: 21%; F: -27%; G: -3%; H: 50µM*; I: ?
36) Cc1csc(NC(=O)CSc2nc(C)nc3c2c(=O)n(C)c(=O)n3C)n1
  A: -12%; B: 1%; C: 0%; D: 2%; E: 46%[activator]; F: -15%; G: ?; H: ?; I: 2%
37) Cc1ccccc1SCC(=O)OCC(=O)Nc1sccc1C(N)=O
  A: -6%; B: -14%; C: -21%; D: 1%; E: -11%; F: ?; G: 3%; H: 1%[59 µM]; I: 20%
38) CCC(CC)c1nnc(NC(=O)c2nn(C)c(=O)c3ccccc23)s1
  A: .; B: -14%; C: -2%; D: -19%; E: .; F: .; G: 26%; H: 1%; I: 4%
39) N#Cc1ccc(C(=O)NCC(c2ccco2)N2CCCC2)cc1 (stereo unspecified)
  A: -2%; B: -9%; C: 0%; D: 6%; E: -6%; F: -12%; G: 27%; H: ?; I: 7%
40) CC1CCN(C(=O)c2[nH]cnc2C(=O)N[C@@H](CCCCNC(=O)OC(C)(C)C)C(=O)OC(C)(C)C)CC1
  A: 4%; B: -17%; C: -7%; D: -9%; E: 7%; F: -16%; G: 8%; H: -11%[12.7 µM]; I: 9%
41) COc1ccc(CN2C(=O)CC(Cc3cc(C)cc(C)c3)C2=O)cc1OC (stereo unspecified)
  A: -8%; B: 2%; C: -3%; D: 4%; E: 19%; F: -19%; G: 38%; H: 1%[59 µM]; I: -3%
42) Cc1ccc2nc(SCC(=O)c3ccc(Cl)s3)[nH]c2c1
  A: -12%; B: ?; C: -11%; D: 5%; E: 16%; F: -20%; G: -2%; H: -47%[12.7 µM]; I: -3%
43) COc1ccc(N2CC(NC(=O)C(=O)c3c(C)[nH]c4ccccc34)CC2=O)cc1 (stereo unspecified)
  A: 0%[60.1 µM]; B: ?; C: 1%; D: -11%; E: 13%; F: -8%; G: 1%; H: -1%[59 µM]; I: .

# Only part of the results is shown. The share of hits here may be higher or lower than overall.
